Compound activity from PubChem BioAssay.
VIM-2 inh: VIM-2 metallo-beta-lactamase inhibitors, primary screen, biochemical, epi-absorbance readout, Pseudomonas aeruginosa enzyme; inhibition, % at 5.6 µM; AID 1527, 2009; 290,000 tested, 0.89% active; purified VIM-2, nitrocefin hydrolysis, epi-absorbance fluorescence;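 active = inhibition above the mean of all tested compounds plus 3 SD, cutoff set per screening run, cut at about 7.5% in these data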;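 also: red hydrolysis product quenches plate fluorescence so inhibitors raise well fluorescence; 0% = enzyme with DMSO and 100% = DMSO without enzyme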
HCV NS3 hel inh: inhibitors of HCV NS3 helicase, primary screen, biochemical, Cy5 molecular beacon fluorescence | Hepatitis C virus NS3 helicase | NS3 helicase DNA unwinding | inhibition, % at 10.9 µM | 290,000 tested, 0.56% active | AID 1800, 2009;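 active = inhibition above the mean of all tested compounds plus 3 SD, set per campaign, cut at about 35% in these data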;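 also: 0% = DMSO wells and 100% = thioflavine S control wells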
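Assay system: hepatitis C virus NS3 helicase domain fragment enzyme. Also added: annealed dual-labelled DNA beacon duplex, ATP-started. Timing: 1 h reaction at 25 °C, ATP-initiated. Technique: Cy5 fluorescence at 0 and 60 min, beacon hairpin quenching. Evaluation: % inhibition of unwinding. Replication: one well per compound.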
OXTR ag: human OXTR agonists, primary screen, fluorescence, CHO-OTR cells, Fluo-8 calcium; Oxytocin receptor (Homo sapiens), P30559; Fluo-8 calcium fluorescence; normalized: DMSO 0%, oxytocin 100%; activation, % at 3 µM; 320,000 tested, 0.32% active; AID 2435, 2010;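 active = activation above the mean of all tested compounds plus 3 SD, cutoff set per screening run, cut at about 20% in these data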;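 also: peak over basal fluorescence ratio from a 100 s FLIPR kinetic read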
PHOSPHO1 block: PubChem AID 1565. Phosphoethanolamine/phosphocholine phosphatase (Homo sapiens), Q8TCT1. recombinant PHOSPHO1, absorbance phosphatase assay. inhibition, % at 13.3 µM. 290,000 tested, 1.1% active; in the data active = inhibition above about 60%
Target sequence (Q8TCT1 whole entry, looked up): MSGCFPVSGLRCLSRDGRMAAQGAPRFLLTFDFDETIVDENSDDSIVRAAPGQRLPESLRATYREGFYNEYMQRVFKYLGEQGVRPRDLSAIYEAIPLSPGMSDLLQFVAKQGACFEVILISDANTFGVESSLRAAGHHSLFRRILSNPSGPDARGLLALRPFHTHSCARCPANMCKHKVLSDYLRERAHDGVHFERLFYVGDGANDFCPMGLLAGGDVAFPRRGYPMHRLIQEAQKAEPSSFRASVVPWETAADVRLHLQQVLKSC
IMP-1 inhibitor: IMP-1 metallo-beta-lactamase inhibitors, primary screen, biochemical, epi-absorbance readout, Pseudomonas aeruginosa enzyme | purified IMP-1, nitrocefin hydrolysis, epi-absorbance fluorescence | AID 1556, 2009 | metallo-beta-lactamase IMP-1 (Pseudomonas aeruginosa) | 290,000 tested, 0.45% active | inhibition, % at 5.6 µM;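 active = inhibition above the mean plus 3 SD of all compounds in the same screening run, cut at about 4.5% in these data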;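 also: 0% = IMP-1 with DMSO and 100% = DMSO wells lacking enzyme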
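System: purified IMP-1; amount: IMP-1 0.2 nM before substrate addition; compound: single dose, 5.6 µM; times: 25 °C, 15 min preincubation, 25 min reaction; signal: Epi-absorbance via hydrolysed-nitrocefin quenching of white-plate fluorescence, 480/530 nm, EDTA stop; benchmarks: DMSO with and without IMP-1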
V1aR counter: agonists of human V1a receptor, primary screen, counter-screen for OXTR agonist project, fluorescence, CHO-V1R cells. Vasopressin V1a receptor (Homo sapiens), P37288. Fluo-8 calcium fluorescence, agonist mode; 0% DMSO, 100% 3 nM vasopressin. activation, % at 3 µM. 320,000 tested, 0.25% active;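 active = activation above the mean activation of all tested compounds plus 3 SD, per screening run, cut at about 20% in these data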;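 also: signal is peak over basal fluorescence ratio across a 100 second FLIPR read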
GPR7 antagonist: GPR7 receptor antagonists, primary screen, cell-based, fluorescence, single concentration; Neuropeptides B/W receptor type 1 (Homo sapiens), P48145; GPR7-expressing cells, fluorescence antagonist assay; inhibition, % at 4.4 µM; 290,000 tested, 1.1% active; AID 1861, 2009; in the data active = inhibition above about 16%, passing the limit was not always enough;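 also: cells stimulated with the agonist NPW; 0% = agonist with vehicle and 100% = vehicle without agonist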
Target sequence (P48145 whole entry, looked up): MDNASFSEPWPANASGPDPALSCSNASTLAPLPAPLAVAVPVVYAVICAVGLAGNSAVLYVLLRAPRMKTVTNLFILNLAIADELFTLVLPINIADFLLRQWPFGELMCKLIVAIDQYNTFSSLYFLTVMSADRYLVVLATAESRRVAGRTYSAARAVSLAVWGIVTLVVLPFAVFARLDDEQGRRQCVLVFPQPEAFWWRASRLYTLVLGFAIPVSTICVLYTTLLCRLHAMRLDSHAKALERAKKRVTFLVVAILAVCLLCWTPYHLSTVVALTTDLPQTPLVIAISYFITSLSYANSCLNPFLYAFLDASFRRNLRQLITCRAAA
GalR3 antag: GalR3 antagonists in HEK293 cells, primary screen, cell-based, fluorescence readout; HEK293 GalR3-CNG cAMP membrane potential fluorescence; galR3 body fused to GalR1 C-terminus; inhibition, % at 3 µM; Galanin receptor type 3 (Homo sapiens), O60755; 360,000 tested, 0.44% active;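 active = inhibition above the screen-wide average plus 3 SD, cut at about 13% in these data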;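 also: forskolin and galanin both at EC90 stimulate the cells; cAMP rise reported by CNG channel membrane potential dye signal; 0% = forskolin plus galanin with DMSO and 100% = forskolin alone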
Target sequence (O60755 1-299 limits assumed): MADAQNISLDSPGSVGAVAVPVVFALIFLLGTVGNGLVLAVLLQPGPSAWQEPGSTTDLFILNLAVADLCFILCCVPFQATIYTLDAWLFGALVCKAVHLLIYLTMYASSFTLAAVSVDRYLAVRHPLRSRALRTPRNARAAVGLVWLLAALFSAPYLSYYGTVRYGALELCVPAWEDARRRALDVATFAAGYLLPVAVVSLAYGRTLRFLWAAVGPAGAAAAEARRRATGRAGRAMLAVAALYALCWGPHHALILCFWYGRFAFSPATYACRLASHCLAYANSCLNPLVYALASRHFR
FID counter: compounds displacing fluorescent DNA intercalator, primary screen, artefact control for HCV NS3 helicase inhibitor project, biochemical, FID fluorescence; DNA fluorescent intercalator displacement; inhibition, % at 7.9 µM; 290,000 tested, 0.17% active; in the data active = inhibition above about 37%;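 also: 0% = vehicle and 100% = reference compound; higher means more ethidium bromide displaced from hairpin DNA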
Active calls of the source: *; / = not tested or not shown.

SMILES	VIM-2 inh	HCV NS3 hel inh	OXTR ag	PHOSPHO1 block	IMP-1 inhibitor	V1aR counter	GPR7 antagonist	GalR3 antag	FID counter
O=C(/C=C/c1cccc([N+](=O)[O-])c1)Nc1cccc(NC(=O)c2ccco2)c1	-1.6	9	-0.7	-16	-1.8	0.2	14	0	2
COc1ccc(NC(=S)N2CCN(C(=O)c3ccco3)CC2)c(OC)c1	-3.7	10	-0.7	-12	-4.3	0.8	-6	-9	0
CC1=[N+](C)N(c2ccccc2)C(=O)C1N=C/C=C/c1ccccc1 (stereo unspecified)	-2.1	10	-0.6	7	-3.7	0.0	-7	-5	0
N#Cc1cccc(CS(=O)(=O)c2ccc(Cl)cc2)c1	-0.6	2	-1.3	23	-0.8	0.7	-7	-5	-3
COc1cccc(N(C(=O)c2ccco2)C(C(=O)NC2CCCC2)c2cccnc2)c1 (stereo unspecified)	-1.5	7	-2.0	26	-7.1	-0.2	17	-5	-12
O=C(NCc1ccccc1)C1=C[C@@H](C2CC2)C[C@@H](OCc2ccc(CO)cc2)O1	-2.0	-2	-2.3	52	-2.2	0.4	-16	5	-35
C/C(=N\NC(=O)Cc1ccc(Cl)cc1)c1ccccc1O	-5.0	-12	-0.2	41	-4.0	3.0	-18	-2	-8
COc1ccc(NC(=O)c2cc(-c3ccccc3Cl)on2)cc1OC	0.0	-11	-1.5	30	-1.6	1.7	-22	-5	-20
CCN(CC)CCCNC(=O)c1sc2nc(-c3ccc(F)cc3)cn2c1C	-2.5	-19	4.1	7	-1.0	0.2	3	-7	24
Cc1ccnc(SCCn2c(Br)nc3c2c(=O)[nH]c(=O)n3C)n1	/	/	2.2	1	/	1.1	/	-2	/
CC(=NCc1ccc2c(c1)OCO2)C1=C(O)c2ccccc2C1=O	-0.5	-3	4.9	7	-0.6	3.6	-16	-7	-3
O=C(Nc1ccc2nn(-c3ccccc3)nc2c1)c1cccnc1	-0.6	-12	3.2	11	-1.8	6.4	1	0	2
CC(C)CC(c1nnnn1C1CCCC1)N1CCN(c2ccccc2F)CC1 (stereo unspecified)	-1.9	-2	-2.5	-14	-5.5	-1.0	3	-4	-2
CCCCc1cc(=O)oc2cc(OCC(=O)NC(Cc3c[nH]c4ccc(O)cc34)C(=O)O)ccc12 (stereo unspecified)	-1.2	13	-0.1	23	-0.8	0.2	5	-4	-25
CCOC(=O)c1sc(NS(=O)(=O)c2cc(C)ccc2C)nc1C	-1.9	14	-1.5	-4	-2.7	-0.5	-13	-4	-26
CCOC(=O)CNC(=O)CSc1nnc(CCc2nc3ccccc3[nH]2)n1C	-0.3	-1	-0.6	24	0.8	1.5	-6	-9	-8
CCc1ccccc1NC(=S)NC1CC2CCC(C1)N2Cc1ccco1 (stereo unspecified)	0.7	1	0.8	54	-1.4	-0.1	-2	-1	14
Cc1cc(N2C(=O)C(O)=C(C(=O)c3cccs3)C2c2cccc(Br)c2)no1 (stereo unspecified)	-4.0	30	-1.4	36	-3.8	0.1	-13	-5	-27
COc1ccc(N2CC(O)(c3ccc(OC(F)F)cc3)[N+]3=C2CCCC3)cc1 (stereo unspecified)	-1.9	1	1.6	34	-2.9	1.4	-6	-6	8
O=C(N/N=C/c1ccc(OC2CSC2)cc1)c1ccccc1	-1.2	-7	0.3	42	-2.8	2.4	-8	0	-3
COc1ccc(-c2ccnc(SCC(=O)c3ccc(Cl)cc3)n2)cc1	0.1	-6	-0.7	6	-2.9	0.0	-10	-2	2
c1ccc(Cn2c(-c3ccccc3)nc3nc4ccccc4nc32)cc1	-2.5	-2	-2.1	21	-2.2	-0.9	-8	-12	-3
O=C(NCCCN1CCOCC1)c1cc(-c2cccc(Br)c2)nc2ccccc12	-1.4	-75	2.5	5	-1.0	2.4	8	0	19
Cc1csc(/C(=N/OC(=O)c2ccco2)C(N)=O)n1	0.6	-11	0.3	-3	-0.2	-0.3	-4	3	-2
Clc1nc(Oc2ccccc2)nc(-c2cn(-c3ccccc3)c3ccccc23)n1	-2.4	-8	1.6	-5	-2.6	2.4	-13	-5	1
CCN1CCN(C(c2cccs2)C(C)NS(=O)(=O)c2ccccc2)CC1 (stereo unspecified)	-6.2	2	-0.1	-1	-3.5	1.7	-1	/	2
O=C(CCC1CCCC1)N[C@@H](Cc1ccc(O)cc1)C(=O)O	-1.4	-4	0.0	9	-0.7	0.0	-4	-5	-1
COCC(C)n1c(SCC(=O)Nc2oc(C)c3c(C)n[nH]c(=O)c23)nc2ccccc2c1=O (stereo unspecified)	-0.4	-2	0.2	23	-0.3	8.2	-1	-3	-31
Cc1csc(NC(=O)C2CCC(C)(C(=O)O)C2(C)C)n1 (stereo unspecified)	-2.0	5	1.7	9	-1.3	0.3	-11	-7	-1
CCC(=O)c1ccc(OCC(=O)N2CCc3cc(OC)c(OC)cc3C2)cc1	-0.7	-4	2.1	14	-2.6	2.8	-10	-4	-27
Cc1nn(C)cc1CNC(=O)COc1ccc(Cl)cc1Cl	-3.5	-7	2.3	-21	-2.5	1.8	-5	0	-13
COc1ccc(C(=O)N[C@H](C(=O)NCc2cccs2)C(C)C)cc1	-2.9	11	-0.8	-14	-3.8	-0.3	-10	-2	-9
Cc1cccc(-c2nc(CNC(=O)c3ccco3)cs2)c1	-0.5	-2	-1.4	/	-2.1	2.8	5	0	-18
CC1(C)CC(CC(=O)Nc2ccccn2)C(=O)O1 (stereo unspecified)	-2.4	-1	1.3	32	-3.2	0.6	-3	-5	1
CSc1nc2c(c(=O)[nH]c(=O)n2C)n1Cc1ccc(Cl)cc1	0.1	-6	0.3	-18	-0.2	-0.1	-16	-8	-13
O=C(CSc1nc(-c2ccco2)cc(C(F)(F)F)n1)Nc1ccccc1C(F)(F)F	-0.3	-4	-1.0	2	-2.1	-1.0	-20	-4	0
CCOC(=O)[C@@H]1[C@H]2COc3ccc(Br)cc3[C@@H]2N2C(=O)N(c3ccc(OC)cc3)C(=O)[C@]12C	-1.1	-7	-1.1	4	-0.7	1.2	3	/	-11
O=C(Nc1ncccn1)c1cccs1	-2.0	-3	-0.2	9	-2.0	0.6	-8	-5	-2
O=C(CSc1cccc[n+]1[O-])Nc1ccc2c(c1)OCO2	-0.7	-1	0.6	-14	-0.9	-0.7	8	2	-4
CCCCOc1ccc(C(=O)Nc2ccc(S(=O)(=O)Nc3onc(C)c3C)cc2)cc1	0.1	40*	-0.3	23	-2.0	0.2	-18	-6	-15
CCOC(=O)c1ccc(NC(=O)c2cccc(S(=O)(=O)N3CCOCC3)c2)cc1	-4.0	1	5.6	-12	-3.3	8.4	24*	-3	-10
Cc1ccc(S(=O)(=O)NC2CC2)s1	-3.0	11	-0.3	8	-1.1	0.0	-5	-4	-4
O=C(CSc1ccc2nnc(-c3cccnc3)n2n1)c1ccccc1	0.2	0	0.1	34	-2.8	-0.1	-5	-1	0
CC1(NC(=S)Nc2ccc3ccccc3c2)CCS(=O)(=O)C1 (stereo unspecified)	-3.1	-6	0.2	2	-2.5	0.4	-7	10	-3
C=CCOc1ccc(/C=N\NC(N)=S)cc1	-4.1	9	-1.4	-1	-2.3	-0.5	-1	-6	-5
CCc1ccc2c(CN3CCOCC3)cc(=O)oc2c1	3.4	-4	-0.1	36	-1.1	-0.6	-5	-7	-12
O=c1c2ccccc2ncn1CCCOc1ccccc1[N+](=O)[O-]	-2.3	2	3.7	9	-3.1	2.0	-2	-5	0
Cc1ccc(-c2noc(-c3ccccc3C(=O)N3CCN(C)CC3)n2)cc1	1.9	-7	0.0	-28	-4.6	0.2	-11	0	13
Cc1cc(NC(=O)CSc2nc3ccccc3c(=O)n2Cc2ccccc2)no1	-1.2	-5	0.1	18	-0.8	-0.2	6	-5	-2
COc1ccc(NC(=O)Cc2nnc(SCC(=O)NC3CCCCC3)n2C)cc1	-1.0	8	1.1	14	-1.5	0.0	6	-4	-12
O=C(CN1C(=O)COc2ccccc21)Nc1ccccc1F	-3.1	13	-0.5	/	-2.5	1.2	-2	-5	-5
CCOC(=O)N1CCN(C(=S)NC(C)(C)C)CC1	-0.4	1	9.0	-8	-3.1	-0.6	21*	-3	1
CCNc1nc(OCCNS(=O)(=O)c2cc(C)ccc2C)nc(N(C)C)n1	-1.7	2	-0.1	-25	-3.5	0.8	-6	-3	-28
COc1ccc(/C=N/NC(=O)c2cc(-c3ccccc3)nc3ccccc23)c(C(=O)O)c1OC	-0.3	7	-1.1	50	-1.8	0.1	-9	-10	-34
COC(=O)c1nn(-c2ccc(OC)cc2)c(=O)c2c(N)sc(C)c12	0.9	7	-2.1	26	0.2	-0.1	-2	-2	-4

An excerpt from the list above, for reference:
SMILES	VIM-2 inh	HCV NS3 hel inh	OXTR ag	PHOSPHO1 block	IMP-1 inhibitor	V1aR counter	GPR7 antagonist	GalR3 antag	FID counter
CC1(NC(=S)Nc2ccc3ccccc3c2)CCS(=O)(=O)C1 (stereo unspecified)	-3.1	-6	0.2	2	-2.5	0.4	-7	10	-3
C=CCOc1ccc(/C=N\NC(N)=S)cc1	-4.1	9	-1.4	-1	-2.3	-0.5	-1	-6	-5
CCc1ccc2c(CN3CCOCC3)cc(=O)oc2c1	3.4	-4	-0.1	36	-1.1	-0.6	-5	-7	-12
O=c1c2ccccc2ncn1CCCOc1ccccc1[N+](=O)[O-]	-2.3	2	3.7	9	-3.1	2.0	-2	-5	0
Cc1ccc(-c2noc(-c3ccccc3C(=O)N3CCN(C)CC3)n2)cc1	1.9	-7	0.0	-28	-4.6	0.2	-11	0	13
Cc1cc(NC(=O)CSc2nc3ccccc3c(=O)n2Cc2ccccc2)no1	-1.2	-5	0.1	18	-0.8	-0.2	6	-5	-2
COc1ccc(NC(=O)Cc2nnc(SCC(=O)NC3CCCCC3)n2C)cc1	-1.0	8	1.1	14	-1.5	0.0	6	-4	-12
O=C(CN1C(=O)COc2ccccc21)Nc1ccccc1F	-3.1	13	-0.5	/	-2.5	1.2	-2	-5	-5
CCOC(=O)N1CCN(C(=S)NC(C)(C)C)CC1	-0.4	1	9.0	-8	-3.1	-0.6	21*	-3	1

Reformatted: 2 of the compounds above
structure: COc1ccc(-c2ccnc(SCC(=O)c3ccc(Cl)cc3)n2)cc1
  VIM-2 inh = 0.1	HCV NS3 hel inh = -6	OXTR ag = -0.7	PHOSPHO1 block = 6	IMP-1 inhibitor = -2.9	V1aR counter = 0.0	GPR7 antagonist = -10	GalR3 antag = -2	FID counter = 2

structure: COc1ccc(NC(=O)Cc2nnc(SCC(=O)NC3CCCCC3)n2C)cc1
  VIM-2 inh = -1.0	HCV NS3 hel inh = 8	OXTR ag = 1.1	PHOSPHO1 block = 14	IMP-1 inhibitor = -1.5	V1aR counter = 0.0	GPR7 antagonist = 6	GalR3 antag = -4	FID counter = -12
